# Giardia kill – Small Molecules that selectively kill Giardia lamblia: qHTS. Giardia lamblia trophozoite viability. activity change, % at 7.66 µM, hits read low. 0.15% of 340,000 active. AID 540267, 2011; in the data active = activity change below about -80%; inconclusive = between about -30% and that limit;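 also: parasites exposed to compound for two days anaerobically before the ATP read; % is scaled to controls: 0 for no effect and ±100 for the full control effect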
#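 Giardia trophozoites, 100 cells per well, were exposed to compounds for 48 hrs at 37 deg C under anaerobic conditions; viability was then read as ATP content by bioluminescence after 15-30 min at room temperature.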
# USP2a block – qHTS Assay for Inhibitors of Ubiquitin-specific Protease USP2a Using CHOP2 as the Reporter. Ubiquitin carboxyl-terminal hydrolase 2 (Homo sapiens), O75604. USP2 core, Ub-CHOP2 coupled fluorogenic reporter, 485/531. Potency, µM (doses to about 38.3 µM), for the others: top-dose activity change, negative = inhibition, most hits filed as inhibitors. 0.01% of 330,000 active. AID 463254, 2010;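 also: potency is read from the fitted curve at half-maximal effect; plate controls were DMSO wells for no effect and full inhibition by NEM control for full effect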
#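 Cell-free coupled assay: 10nM USP2 core preincubated 30min RT with compound in Tris-HCl pH 8.0/CaCl2/CHAPS buffer, then 25nM Ub-CHOP2 and 25nM reporter substrate; fluorescence (Ex 485/Em 531) read after 60min RT, normalized to NEM inhibition, concentration-response curves fitted.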
# FBPA coupling cs – qHTS Assay for Inhibitors of Fructose-1,6-bisphosphate Aldolase from Giardia Lamblia: Coupling assay counterscreen. coupling enzyme system counterscreen, AmpLite Red fluorescence. activity change, negative = inhibition, % at 58.2 µM, hits read low. 0.67% of 290,000 active; in the data active = activity change below about -30%; also: % is scaled to controls: 0 for no effect and ±100 for the full control effect
#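 Final compound at 57.5 uM, incubated 10 min at RT with coupling enzyme reagent (glyceraldehyde-3-phosphate), then 20 min with substrate and AmpLite Red detection. Fluorescence read at 525/598 nm; tests interference with the coupling assay, not aldolase inhibition.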
# hERG WT inh – qHTS for Inhibitors of KCHN2 3.1: Wildtype qHTS | U2OS, BacMam KCNH2, thallium flux FluxOr; stronger effect = lower value | Voltage-gated inwardly rectifying potassium channel KCNH2 (Homo sapiens), Q12809 | 0.37% of 340,000 active | activity change, % at 1.84 µM;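 active = maximum activity change below -70%; inconclusive = maximum activity change between -70% and -50%; inactive = maximum activity change above -50%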; also: % is scaled to controls: 0 for no effect and ±100 for the full control effect
#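 U2OS cells transduced with wild-type KCNH2 virus are loaded with FluxOr dye for 45 min, and thallium flux is measured in kinetic reads before and after stimulation buffer. Rate constants are normalized to DMSO controls.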
# TRPV1 ag – HTS Assay for Compounds that Act as Agonists of the Vanilloid Receptor 1 | activation, % at 8.33 µM | TRPV1-expressing cells, Fluo-8 calcium influx, agonist mode | Transient receptor potential cation channel subfamily V member 1 (Homo sapiens), Q8NER1 | 0.19% of 320,000 active; in the data active = activation above about 80%; inconclusive = between about 30% and that limit; also: 0% is about no effect
#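 TRPV1-expressing cells were cultured overnight at 35.5C and loaded with Fluo-8 calcium dye for 40 to 90 min at room temperature. After a 10 s baseline, compound was added and calcium influx was read kinetically for 3 min (ex 480/em 520 nm).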
# PKM2 act – qHTS Assay for Activators of Human Muscle isoform 2 Pyruvate Kinase | Pyruvate kinase PKM (Homo sapiens), P14618 | purified PKM2, Kinase-Glo ATP luminescence, activation; response scale: 0% is enzyme alone, no compound | Potency, µM (top dose mostly 57.5 µM), inactives show top-dose activation, usual class: activators | 0.34% of 260,000 active | AID 1631, 2009; also: potency is read from the fitted curve at half-maximal effect; % is scaled to controls: 0 for no effect and ±100 for the full control effect; nearly all actives have a fitted effect of over 55% in size
#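 hPK-M2, >95% pure; 0.1 mM ADP / 0.5 mM PEP final; imidazole pH7.2 buffer w/ 7 mM MgCl2, 50 mM KCl; 1 h RT; Kinase-Glo lum. Intermediate enzyme activity for dual inhibitor/activator qHTS.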
# B2AR arrestin – qHTS assay of beta-arrestin-biased ligands of beta2-adrenergic receptor | AID 492947, 2010 | beta-arrestin recruitment to beta2AR, cell-based reporter | 0.02% of 330,000 active | Potency, µM (doses to about 46.1 µM), for inactives: top-dose activation, usual class: activators;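 also: potency is read from the fitted curve at half-maximal effect; 0% = DMSO controls and full agonism = EC100 isoproterenol or metaproterenol; nearly all actives have a fitted effect of over 65% in size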
# Menin MLL FP TR – qHTS Assay for Inhibitors Targeting the Menin-MLL Interaction in MLL Related Leukemias: Competition With Texas Red Labeled MLL-derived Mutant Peptide; Menin + Texas Red MLL mutant peptide, fluorescence polarization; O00255; Potency, µM (series often up to 61.6 µM), without a hit: at the top dose FP activity change, negative = inhibition, actives largely listed as inhibitors; 0.23% of 270,000 active; active = well fitted inhibition curve with a large enough effect in the polarisation, with a control signal flat, not every such curve was filed as active; inconclusive = small, poorly fitted or top-dose-only effect, or effect the other way, or a change in a side signal; inactive = no such curve, though single readings can be large or run the other way; the % refers to the polarisation; also: potency is read from the fitted curve at half-maximal effect; % of control where 0% means no effect; many of its hits are not listed in these tables
# KCNH2 3.1 block – qHTS for Inhibitors of KCHN2 3.1: Mutant qHTS; AID 720553, 2013; 0.95% of 340,000 active; U2OS KCNH2 3.1, thallium flux FluxOr; stronger effect = lower value; Potassium voltage-gated channel subfamily H member 2, brain isoform KCNH2 3.1 (human); activity change, % (tested at about 1.8 µM);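 active = maximum activity change below -70%; inconclusive = maximum activity change from -70% to -50%; inactive = maximum activity change above -50%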;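 also: thallium influx rate constant from kinetic fluorescence after stimulation buffer; % is scaled to controls: 0 for no effect and ±100 for the full control effect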
#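 Kinetic fluorescence (2 min after stimulation buffer) measures Tl+ influx through KCNH2 3.1 expressed by viral transduction in U2OS cells; the rate constant is normalized against DMSO controls serving as positive and negative references.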
# GALK inhibitor – qHTS Assay for Inhibitors of Human Galactokinase (GALK). P51570. Purified GALK, Kinase-Glo residual ATP luminescence. Potency, µM (doses to about 57.5 µM), inactives show at the highest dose activity change, negative = inhibition, actives largely listed as inhibitors. 0.007% of 270,000 active; also: potency is read from the fitted curve at half-maximal effect; % is scaled to controls: 0 for no effect and ±100 for the full control effect
#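 Compounds were pin-transferred into ATP buffer (35 uM final), then GALK plus galactose (5 nM, 100 uM final) was added. After 1 h at room temperature, Kinase-Glo Plus was added and luminescence read after 10 min.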
# MLL CXXC-DNA inh – qHTS Fluorescence Polarization Assay for Inhibitors of MLL CXXC domain - DNA interaction | Potency, µM (titrated, usually from 115 µM), inactives show at the top dose activity change, negative = inhibition, most hits filed as inhibitors | MLL-CXXC / FITC-HOXA9 DNA fluorescence polarization | 0.037% of 290,000 active | Histone-lysine N-methyltransferase 2A (Homo sapiens), Q03164 | AID 2662, 2010; active = well fitted inhibition curve with a large enough effect in the polarisation, with a control signal flat, not every such curve was filed as active; inconclusive = small, poorly fitted or top-dose-only effect, or effect the other way, or a change in a side signal; inactive = no such curve, though single readings can be large or run the other way; the % refers to the polarisation; also: potency is read from the fitted curve at half-maximal effect
#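 Fluorescence polarization: 7 uM MLL-CXXC (stock) preincubated 5 min with compounds, then 50 nM fluorescein-HOX-A9 DNA (stock) added; 30 min ambient. Buffer 50 mM Tris-HCl pH 7.5, 50 mM NaCl, 1 mM DTT, 0.05% BSA.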
# Active calls of the source: *; ? = inconclusive; . = not tested or not shown; [ ] = dose if it differs, or a comment. Unless noted, calls follow the shape of the dose curve; as a rule, active = well fitted curve in the direction sought with a large enough effect; inconclusive = small, poorly fitted or top-dose-only effect, or another doubt; inactive = no such curve, though single readings can be large; an effect the other way counts as inactive or inconclusive. A portion of the library (hit frequency here may not be typical).
SMILES,Giardia kill,USP2a block,FBPA coupling cs,hERG WT inh,TRPV1 ag,PKM2 act,B2AR arrestin,Menin MLL FP TR,KCNH2 3.1 block,GALK inhibitor,MLL CXXC-DNA inh
CCOc1ccc(-c2nnn(CC(=O)Nc3cc(OC)cc(OC)c3)n2)cc1OCC,-1.3,1.1%,-1.0,4.2,0.3,-4.6%,0.2%,?,-14.1,3.4%,-0.4%
CCCC(C(=O)NCc1ccco1)N(C(=O)CNS(=O)(=O)c1ccccc1)c1ccc(OC)cc1 (stereo unspecified),0.0,0.7%,-1.1,1.1,0.7,1.4%,0.1%,-13.8%,-8.8,0.0%,1.9%
CCn1c(SCC(=O)Nc2ccc(C(=O)OC)cc2)nc2cccnc21,3.7,3.6%,-2.3,-1.6,-5.9,0.9%,-0.9%,-6.2%,2.2,-0.3%,-1.6%
CC(=O)N/C(=C\c1ccccc1)C(=O)OCc1ccc(F)cc1,28.2,0.9%,.,-3.0,?,14.9%,0.2%,.,5.7,-4.8%,-19.4%
CCOC(=O)N1CCN(C(=O)c2ccc(Cl)c(NC(=O)c3cccs3)c2)CC1,?,-3.6%,.,21.3,-9.4,.,0.0%,.,11.2,.,.
CC(C)[C@H](NC(=O)c1ccccc1)C(=O)OCC(=O)c1ccccc1F,-21.6,-1.5%,-0.4,-9.6,25.2,-1.7%,-1.0%,1.9%,4.9,-1.2%,-6.0%
Cc1nc2ccccc2c(=O)n1NC(=O)Cc1ccc(Br)cc1,-11.9,-0.7%,1.0,6.1,2.7,-0.5%,-0.1%,7.4%,5.0,-5.4%,13.4%
Cc1ccc(N(CC(=O)NCC2CCCO2)C(=O)CCC(=O)Nc2nccs2)cc1C (stereo unspecified),9.1,-2.6%,2.0,-7.8,2.9,-0.4%,-0.2%,-13.7%,-14.7,-1.7%,-0.7%
COc1ccc2c(c1OC)C(=O)N(c1nc(SC)n[nH]1)C2=O,-1.2,-0.8%,2.2,-6.1,3.2,-7.3%,0.0%,0.3%,8.5,2.5%,-7.9%
Cc1ccc(-n2nnnc2SCc2nnc(-c3ccccc3Br)o2)cc1,2.4,-2.1%,0.1,-6.9,13.7,3.2%,-0.6%,?,-20.2,8.6%,-7.5%
O=C(Cc1csc(-c2ccccc2)n1)NCc1ccc(F)cc1,5.0,3.4%,2.5,-8.3,19.6,1.8%,-1.0%,-11.6%,5.1,0.4%,4.9%
O=C(CCN1C(=O)c2ccccc2C1=O)Nc1nc2ccccc2s1,1.2,0.6%,0.5,-5.8,0.0,-12.4%,0.0%,-5.2%,-5.2,0.2%,16.4%
Cc1nnc(SCc2ccc(C(=O)O)cc2)s1,39.5[activator],1.7%,7.5,-14.8,-3.0,-5.6%,0.0%,-3.4%,2.7,-1.4%,-8.7%
COc1cc(/C=N/c2oc(C)c(C)c2C#N)cc(Br)c1O,-1.5,1.5%,0.6,-2.5,2.3,-4.3%,-0.2%,?,5.2,1.1%,10.8%
Cc1c(Cl)c([N+](=O)[O-])nn1CC(=O)NC1CCCCC1,-9.5,-0.6%,0.5,1.6,0.3,3.8%,-0.2%,28.7%,0.7,-1.0%,12.2%
Cc1ccc(/C=N/NC(=O)CNC(=O)COc2ccc(Cl)cc2)o1,-0.4,2.2%,1.5,-0.8,0.1,9.0%,0.0%,9.8%,0.6,0.7%,4.7%
O=C(NC1CCCCC1)C(c1ccc(F)cc1)N(C(=O)c1csnn1)C1CC1 (stereo unspecified),-5.7,1.2%,-0.1,1.4,1.6,0.1%,-0.8%,-7.6%,6.3,-1.3%,3.8%
CCCSc1ccc([C@H]2N[C@@](Cc3ccccc3)(C(=O)OC)[C@H]3C(=O)N(C)C(=O)[C@@H]23)cc1,-7.0,-0.3%,.,1.6,.,.,0.0%,.,-5.9,.,.
Cn1ccnc1Sc1nc2c(c(=O)n(C)c(=O)n2C)n1C,5.4,-0.7%,2.2,28.8,-2.8,-1.4%,-1.3%,0.2%,0.4,0.6%,1.2%
CCC(=O)N1CCc2cc(S(=O)(=O)NC(C(=O)NC(C)c3ccccc3)C(C)C)ccc21 (stereo unspecified),-8.1,0.2%,4.8,4.2,-0.7,3.2%,0.4%,5.3%,2.9,1.8%,19.2%
CC1(C)C2CCC1(CS(=O)(=O)NCCc1c[nH]c3ccccc13)C(=O)C2 (stereo unspecified),7.7,0.6%,1.2,2.1,3.7,.,0.0%,-1.3%,-1.7,-0.6%,5.5%
Cc1cccc(Oc2nc(-c3cccc([N+](=O)[O-])c3)nc3ccccc23)c1C,-2.6,0.1%,4.2,5.5,-0.3,-0.3%,-0.4%,21.4%,8.0,-0.2%,7.0%
NC(=O)CC(NC(=O)Cc1cccc2ccccc12)c1ccc(N2CCCCCCC2)c([N+](=O)[O-])c1 (stereo unspecified),-8.1,-8.1%,2.8,-4.5,-0.6,1.6%,-0.5%,4.7%,-6.8,.,-0.4%
CC1CCC(C(C)C)C(OC(=O)CSc2n[nH]c(=O)[nH]c2=O)C1 (stereo unspecified),-6.6,-0.1%,16.7,4.4,?,-7.8%,0.1%,12.3%,-17.2,-0.7%,-10.1%
Cc1ccnc(NS(=O)(=O)c2cc(-c3cc(C)no3)ccc2C(C)C)c1,-17.7,-2.1%,0.3,2.2,20.5,5.3%[0.46 µM],0.5%,-19.9%,-1.6,6.4%,1.0%
Fc1ccccc1CNCc1ccc2c(c1)OCO2,-11.4,3.3%,1.5,-1.7,-1.1,-4.1%,-1.0%,-13.7%,-9.1,-2.0%,-0.1%
COc1cc(C(c2sc3nc(C)nn3c2O)N2CC(C)CC(C)C2)cc(OC)c1OC (stereo unspecified),-3.4,0.3%,0.6,4.7,3.3,0.4%,-0.6%,-11.2%,-11.7,-0.3%,-8.2%
COc1cc2nc(CN3CCOCC3)n(CC(=O)N3CCCCCC3)c(=O)c2cc1OC,-10.8,-8.4%,-4.0,-14.7,1.4,-2.9%,-0.3%,.,-2.6,-2.3%,3.9%
O=C(CSc1nc2ccccc2n1S(=O)(=O)c1ccccc1)N1CCCC1,-10.8,3.1%,1.8,2.3,27.9,0.4%,-2.6%,10.2%,-11.5,-0.6%,4.4%
Cc1ccc(O)c(NC(=O)C2CCCN2C(=O)OCc2ccccc2)c1 (stereo unspecified),-16.7,-0.2%,2.0,-1.6,0.9,11.4%[0.46 µM],-0.1%,0.2%,-11.0,4.7%,-3.1%
CC(=O)Nc1ccc(NC(=O)Nc2cccc(C)c2C)cc1,1.5,-0.3%,3.4,-1.1,1.6,-0.1%,0.3%,20.8%,-6.7,-1.4%,-0.2%
Cc1cc(C)cc(NS(=O)(=O)c2cc3[nH]c(=O)c(=O)[nH]c3cc2C)c1,42.6[activator],1.5%,4.5,0.4,-1.3,?,0.3%,1.8%,1.5,.,.
Cc1ccc(C(=O)c2oc3ccc(Cl)cc3c2NC(=O)CN2CCN(C)CC2)cc1,10.9,3.5%,-1.0,-2.1,18.7,.,-0.2%,-23.6%,-47.5,-0.7%,5.3%
CCOC(=O)c1cc(-c2ccccc2)sc1N,-8.7,0.9%,0.3,0.9,6.4,-6.7%,-0.7%,19.3%,-0.7,0.8%,-8.8%
CCCN1C/C(=C/c2ccc3c(c2)OCO3)C(=O)/C(=C/c2ccc3c(c2)OCO3)C1,-3.6,-0.8%,1.2,-3.7,-3.1,8.4%,-0.9%,0.6%,-36.2,0.1%,-0.9%
COC(=O)CCCNc1ncccc1[N+](=O)[O-],-2.7,1.5%,1.2,-3.6,0.1,0.6%,-0.5%,0.5%,11.1,1.4%,14.2%
CCc1nn(CC(=O)NCCCN(CC)CC)c(=O)c2cc3sc(C)cc3n12,-12.5,0.9%,-2.8,19.3,-2.6,-5.1%,-0.5%,.,0.9,3.3%,-1.1%
